Polio RdRp inh: poliovirus RNA polymerase inhibition. 150,000 compounds, 0.66% hits. poliovirus polymerase elongation, fluorescence polarization; hits give low values. % elongation, % (compound at 16.7 µg/mL); in the data active means % elongation below about 90%; further: some results filed as inactive read as strong as hits
Target sequence (P03300 1749-2209 limits assumed): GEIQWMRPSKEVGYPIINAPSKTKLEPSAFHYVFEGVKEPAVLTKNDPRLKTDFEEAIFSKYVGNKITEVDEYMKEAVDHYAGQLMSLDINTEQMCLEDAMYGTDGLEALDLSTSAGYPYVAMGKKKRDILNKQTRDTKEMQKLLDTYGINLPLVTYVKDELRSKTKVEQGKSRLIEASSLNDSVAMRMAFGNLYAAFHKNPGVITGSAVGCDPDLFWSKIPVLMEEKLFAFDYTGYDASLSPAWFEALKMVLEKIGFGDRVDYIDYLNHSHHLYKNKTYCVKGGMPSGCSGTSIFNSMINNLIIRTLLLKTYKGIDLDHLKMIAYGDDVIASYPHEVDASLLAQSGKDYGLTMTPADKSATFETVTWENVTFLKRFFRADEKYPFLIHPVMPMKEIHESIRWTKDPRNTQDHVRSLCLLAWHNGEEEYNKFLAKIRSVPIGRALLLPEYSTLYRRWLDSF
Polio RdRp inh FP z-score: further read-out of Polio RdRp inh, marked with its call; z-score; measured here: FP z-score; hits read low
An asterisk follows results filed as active. An excerpt; the hit share may differ from the screen's.

Fields – Polio RdRp inh	Polio RdRp inh FP z-score
> NC(=O)c1nsc(C(=O)N(CCc2ccccc2)C(C(=O)NC2CCCC2)c2ccco2)c1N (stereo not given)
 : 102.0	0
> CCOc1cc2c(cc1CNCC(c1cccs1)N1CCN(C)CC1)OC(C)C2 (stereo not given)
 : 95.0	-0.9
> CC(C)NC(=O)CN1C(=O)c2cccnc2Oc2ccccc21
 : 101.0	-0.1
> O=C(CCc1ccc(S(=O)(=O)N2CCOCC2)cc1)OCC(=O)c1ccc2c(c1)OCCO2
 : 103.0	0.2
> Cc1cc(C)cc(NC(=O)c2ccccc2C(=O)O)c1
 : 107.0	0.4
> Cc1nn(CCC#N)c2c1P(=S)(N1c3ccccc3CC1C)/C(=C1\N(C)c3ccccc3C1(C)C)C=N2 (stereo not given)
 : 98.0	-0.2
> CC(=O)NCC(c1ccc2c(c1)OCO2)N1CCN(c2ccccc2)CC1 (stereo not given)
 : 110.0	0.6
> CC1(C)CC(=O)C=C(NCc2ccco2)C1
 : 102.0	-0.1
> CC(C)CNC1=NCCCS1
 : 103.0	0.7
> COc1ccc(Cc2noc(COc3ccc(Cl)cc3)n2)cc1
 : 105.0	0.6
> Cc1ccc(C(C)C)c(OCc2ccc(C(=O)Nc3ccccc3C(F)(F)F)o2)c1
 : 100.0	-0.5
> COc1ccccc1S(=O)(=O)Cc1ccc(C(=O)NC2CCCCC2)o1
 : 100.0	-0.5
> S=C(NC1Cc2ccccc2C1)N1CCCC1
 : 103.0	0.9
> COc1cc(NC(=O)C(C)OC(=O)Cc2ccccc2)cc(OC)c1 (stereo not given)
 : 104.0	0.2
> CN(Cc1ccco1)C1CCCCC1NS(=O)(=O)c1ccc(Cl)cc1 (stereo not given)
 : 101.0	-0.6
> COc1ccc(CCNC(=O)CN(c2cc(C(F)(F)F)ccc2Cl)S(C)(=O)=O)cc1
 : 108.0	1.1
> CCOc1ccc(N2C(=O)CC(N(CCc3ccccc3)C(C)=O)C2=O)cc1 (stereo not given)
 : 101.0	-0.1
> COC(=O)C1CC(O)CN1S(=O)(=O)c1ccc2ccccc2c1 (stereo not given)
 : 107.0	0.2
> N#Cc1c(-c2ccc(Cl)cc2)c(C#N)c2sc3ccccc3n2c1=O
 : 101.0	-0.1
> Cn1c2ccccc2c2ccccc21
 : 99.0	-1
> Cc1ccc(CNC(=O)C(C(C)C)N2Cc3ccccc3C2=O)cc1 (stereo not given)
 : 110.0	0.6
> CC(C)OC(=O)CCc1nc2ccccc2[nH]c1=O
 : 105.0	0.2
> Cc1cccc(Cn2c(=O)n(Cc3ccco3)c(=O)c3sc4ccccc4c32)c1
 : 102.0	1
> CC(=O)Oc1ccc(-c2ccc(C(=O)NCCc3ccccn3)cc2)cc1
 : 100.0	-0.9
> CC(=O)c1ccc(Oc2ncnc3c2oc2ccccc23)cc1
 : 110.0	0.7
> Cc1ccc2[nH]c(=O)c(CN(CCCO)C(=O)NC3CCCCC3)cc2c1
 : 103.0	0.4
> Cc1ccc(C)c(NC(=O)CSc2nc(=O)n(CCN3CCOCC3)c3c2CCC3)c1
 : 104.0	-0.7
> ClCCOc1ccc(Br)cc1OCCCl
 : 103.0	0.2
> CCOc1ccccc1COC(=O)c1cccc(-n2cnnn2)c1
 : 109.0	0.6
> Cc1oc2ncn(C)c(=O)c2c1C(=O)Nc1ccccn1
 : 111.0	1

Ordered by formula weight (rising): some entries from above
Fields – Polio RdRp inh	Polio RdRp inh FP z-score
> S=C(NC1Cc2ccccc2C1)N1CCCC1
 : 103.0	0.9
> O=C(CCc1ccc(S(=O)(=O)N2CCOCC2)cc1)OCC(=O)c1ccc2c(c1)OCCO2
 : 103.0	0.2
> NC(=O)c1nsc(C(=O)N(CCc2ccccc2)C(C(=O)NC2CCCC2)c2ccco2)c1N (stereo not given)
 : 102.0	0

(next part)
Fields – Polio RdRp inh	Polio RdRp inh FP z-score
> O=C(NCc1ccc(Cl)cc1)c1ccc2c(c1)N(Cc1ccccc1F)C(=O)c1ccccc1S2=O (stereo not given)
 : 111.0	0.8
> CCCc1oc2cc(O)ccc2c(=O)c1Oc1ccccc1
 : 99.0	-1.4
> CN(C(=O)CSc1nc2ccccc2n1CC(=O)N(C)C1CCCCC1)c1ccccc1
 : 109.0	0.5
> NC(=O)/C(=C\c1ccccc1O)C(N)=S
 : 118.0	1.5
> CC(C)c1ccc(C2(C#N)C(=O)Nc3ccccc32)cc1 (stereo not given)
 : 103.0	0.7
> COCc1nc2ccccc2n1CC(C)C
 : 100.0	-0.2
> CCOC(=O)N1CCC(n2c(SCC(=O)NC(C)CC)nc3ccccc3c2=O)CC1 (stereo not given)
 : 104.0	0.5
> COC(=O)Cc1c(C)c2ccc(OC(C)C)cc2oc1=O
 : 101.0	0.2
> COc1ccc(/C=C/C(=O)Nc2nc(-c3cccs3)ns2)cc1OC
 : 107.0	0.3
> OC(c1c(F)c(F)c(F)c(F)c1F)c1c(F)c(F)c(F)c(F)c1F
 : 99.0	-0.2
> CCC12CN(C(=O)c3ccco3)CC(CC)(CN(C(=O)c3ccco3)C1)C2=O
 : 102.0	-0.1
> O=C1SCCC1NS(=O)(=O)c1ccc(Cl)c(Cl)c1 (stereo not given)
 : 104.0	0.7
> COC(=O)CN1C(c2ccc(OC)cc2)=Nc2ccc(Cl)cc2C1c1ccccc1 (stereo not given)
 : 99.0	-0.4
> Cc1ccc(NC(=O)COc2ccc(/C=c3/sc4n(c3=O)CCN=4)cc2)cc1
 : 100.0	0.1
> CCn1c(-c2ccc3c(c2)OCCO3)cnc1SCC(=O)Nc1sccc1C#N
 : 102.0	-0.3
> COc1ccc(CN(C(=O)CN2C(=O)COc3ccccc32)C2CCCC2)c(OC)c1
 : 101.0	-0.3
> O/N=C/c1ccco1
 : 103.0	0.1
> Cn1nc(-c2ccc(Br)s2)c(Br)c1C(F)(F)F
 : 104.0	0.7
> CCN1CCN(Cc2ccc(NC(=O)c3ccc4c(c3)N(CC)CCS4)cc2)CC1
 : 101.0	0.1
> O=c1oc2ccccc2c2c1ncn2-c1ccccc1
 : 102.0	0.6

Single entries from the results shown:
CCn1c(-c2ccc3c(c2)OCCO3)cnc1SCC(=O)Nc1sccc1C#N in Polio RdRp inh FP z-score = -0.3
CCC12CN(C(=O)c3ccco3)CC(CC)(CN(C(=O)c3ccco3)C1)C2=O in Polio RdRp inh = 102.0
Cc1ccc(NC(=O)COc2ccc(/C=c3/sc4n(c3=O)CCN=4)cc2)cc1 in Polio RdRp inh FP z-score = 0.1
O=c1oc2ccccc2c2c1ncn2-c1ccccc1 in Polio RdRp inh = 102.0
O/N=C/c1ccco1 in Polio RdRp inh FP z-score = 0.1

The listing continues.
Fields – Polio RdRp inh	Polio RdRp inh FP z-score
> O=C(NCc1ccc2c(c1)CCN2C(=O)c1ccccc1)c1ccccc1
 : 110.0	0.8
> COc1ccc(N2CCN(CCCNC(=O)c3cc(Nc4ccccc4OC)nc4ccccc34)CC2)cc1
 : 104.0	-0.2
> Cc1cnc(C(=O)OCc2cc(=O)n3ccsc3n2)cn1
 : 103.0	0
> Cc1nc(-c2cccc(F)c2)sc1CCNC(=O)C(=O)Nc1ccc2c(c1)OCCO2
 : 101.0	-1.3
> CC(=O)NCCNc1nc(-c2cccnc2)nc2ccccc12
 : 101.0	-0.3
> CC(C)C1Nc2ccc(C(=O)O)cc2C2C=CCC21 (stereo not given)
 : 80.0	-2.4
> CC1=C(C(=O)C(F)(F)F)CCC(=O)N1C1CCCCCC1
 : 98.0	-0.3
> CC1=C(C(=O)Nc2cccc(C)c2C)C2(CCCCC2)OC1=O
 : 104.0	-0.3
> CCCNC(=O)N1CCCCC1C (stereo not given)
 : 102.0	0.1
> Cc1cc(C)n2c(Nc3ccc(C(C)C)cc3)c(-c3ccsc3)nc2n1
 : 106.0	-1.8
> O=C(OCN1C(=O)c2ccccc2C1=O)c1ccccc1O
 : 102.0	-0.2
> CCC(C(=O)Nc1ccc(N2CCOCC2)cc1)c1ccccc1 (stereo not given)
 : 104.0	0.4
> CS(=O)(=O)Nc1ccc(-c2n[nH]c(=S)n2-c2ccccc2)cc1
 : 101.0	-0.4
> COc1ccc(N2CCN(CC(=O)NC(=O)NC3CCCC3)CC2)cc1
 : 112.0	0.4
> COc1ccc(C(=O)NC(c2ccc(C)cc2)c2cc(Cl)c3cccnc3c2O)cc1 (stereo not given)
 : 99.0	-1.2
> CC(CC(=O)O)CC(=O)Nc1ccccc1C(=O)O (stereo not given)
 : 102.0	0
> CCOc1ccccc1C(=O)Nc1ccccc1
 : 102.0	0.3
> CC(=O)Oc1ccn(C)c(=O)c1C#N
 : 100.0	-0.2
> CCOc1ccc(-c2c(C)sc(=Nc3ccccc3)n2Cc2ccco2)cc1
 : 98.0	-0.4
> c1nc2c3c4c(sc3ncn2n1)CCCC4
 : 102.0	0.5
> COc1cccc(/C=N/N2C(=O)CSC2=S)c1O
 : 85.0*	-4.2*
> O=C(NCC(c1cccnc1)N1CCc2ccccc21)c1cccc(Br)c1 (stereo not given)
 : 106.0	-0.5
> C=CCn1c(SCC(=O)NC(=O)NCc2ccco2)nc2ccc(Cl)cc2c1=O
 : 100.0	-0.6
> COC(=O)c1c(NC(=S)Nn2cnnc2)sc2c1CCC(C)C2 (stereo not given)
 : 99.0	-0.9
> O=C(Cn1c(-c2cccs2)cc2ccccc21)N1CCN(c2ccc(Cl)cc2)CC1
 : 111.0	0.2
> CCc1ccc(N2CCN(S(=O)(=O)CC34CCC(CC3=O)C4(C)C)CC2)cc1 (stereo not given)
 : 103.0	0.5
> CC1CCN(c2ccc(C(=O)O)cc2)CC1
 : 103.0	0.4
> COc1cc(/C=C2/SC(=Nc3cc(C)cc(C)c3)NC2=O)cc(Br)c1OC
 : 98.0	-1.1
> COc1cccc(N2CC(NC(=O)C3CCCCC3)CC2=O)c1 (stereo not given)
 : 107.0	0
> c1ccc2c(c1)N(CN1CCCC1)CC21OCCO1
 : 102.0	0
> Brc1ccccc1-c1ccc(/C=N/N2CCOCC2)o1
 : 121.0	2.3
> O=C1CCCC(=O)C1CC1C(=O)CCCC1=O
 : 104.0	0.3
> CN1N=C2c3ccccc3CCCC2C1c1cccs1 (stereo not given)
 : 109.0	1.1
> CCn1c(C)cc(-c2csc(N)n2)c1C
 : 96.0	-2.7
> CCOC(=O)c1ccccc1NC(=O)Cn1c2ncccc2c(=O)n1-c1ccccc1
 : 105.0	-0.1
> O=C1c2ccccc2C(=O)N1CCN1C(=O)c2ccccc2C1=O
 : 102.0	0.3
> O=C(C1CCC(Cn2c(=S)[nH]c3ccccc3c2=O)CC1)N1CCN(c2ccc(Cl)cc2)CC1 (stereo not given)
 : 103.0	0.6
> Cc1ccccc1NC(=O)CSc1cn(CC(=O)N2CCCCCC2)c2ccccc12
 : 118.0	0.3
> O=C(NCc1ccccc1)C(c1ccc(F)cc1)N(Cc1ccco1)C(=O)c1ccccn1 (stereo not given)
 : 102.0	-0.1
> N#Cc1ccc(C(=O)CSc2n[nH]c(=O)n2Cc2ccco2)cc1
 : 106.0	0.7
> CCOC(=O)/C=C1\CCC(/C=N/Nc2ccccc2)=C1N1CCOCC1
 : 45.0	-3.5
> CCS(=O)(=O)c1nc(S(=O)(=O)c2ccc(Cl)cc2)c(NCc2ccccc2Cl)s1
 : 105.0	-0.7
> CCOC(=O)c1cc(NC(=O)c2ccc(F)cc2)c(=O)n2c1oc1ccc(Cl)cc12
 : 106.0	0.3
> COc1cc2c(cc1OC)CN(CC#N)CC2
 : 101.0	-0.4
> COc1ccccc1CNn1c(C)nnc1SCc1ccccc1F
 : 100.0	-0.1
> Cc1cc(C)c(C2=NON3N(C(=O)c4ccc(S(=O)(=O)N5CCOCC5)cc4)c4ccccc4N23)c(C)c1
 : 103.0	0.2
> CN(C)C(=O)CSc1nc(C(C)(C)C)cs1
 : 102.0	0.2
> O=C(O)c1cc(Nc2ccccc2C(=O)O)nc(Nc2ccccc2C(=O)O)n1
 : 101.0	-0.3
> O=C(c1ccc(=O)[nH]n1)N1CCN(c2ccccc2)CC1
 : 100.0	0
> O=C(COC(=O)Cc1ccc(-c2ccccc2)cc1)NCc1ccco1
 : 105.0	1.6

Continued:
Fields – Polio RdRp inh	Polio RdRp inh FP z-score
> CCCCN1C(=O)C(O)(CC(=O)c2ccccc2)c2ccccc21 (stereo not given)
 : 102.0	0.4
> Cn1c(C(O)C(O)c2ccccc2)nc2ccccc21 (stereo not given)
 : 106.0	0
> Cc1cccc(NC(=O)CS(=O)(=O)c2cn(C)c3ccccc23)c1C
 : 99.0	-0.1
> COc1cn(CC(=O)Nc2c(C)cc(C)cc2C)c(CN2CCCCC2)cc1=O
 : 108.0	0.3
> Cc1ccc(NC(=O)Cn2c(=O)n(Cc3ccco3)c(=O)c3oc4ccccc4c32)cc1C
 : 110.0	0.7
> O=C1CCC(=O)N1CCc1c[nH]c2ccc(OCc3ccccc3)cc12
 : 103.0	0.4
> O=C(COc1ccc2c(c1)OCO2)Nc1cc(Cl)cc(Cl)c1
 : 102.0	0.2
> CCCCn1c(N)c(N(Cc2ccccc2)C(=O)COc2ccccc2F)c(=O)[nH]c1=O
 : 103.0	0.1
> O=S(=O)(c1ccc(Br)cc1)N1CCC(N2CCCCC2)CC1
 : 99.0	-1.4
> COc1ccc(OC)c(CNC(=O)C2CCN(S(=O)(=O)c3cn(C)cn3)CC2)c1
 : 106.0	0
> CC(=O)Nc1nc2ccccc2s1
 : 100.0	0
> COc1ccc(CC(=O)NCCc2csc(-c3cccc(C)c3)n2)cc1
 : 107.0	-0.1
> Cc1cccc(C(=O)Nc2ccc(C(=O)OCc3cc(=O)n4c5c(sc4n3)CCCC5)cc2)c1
 : 101.0	-1.3
> O=C(CN(Cc1ccco1)C(=O)c1cc(=O)[nH]c2ccccc12)Nc1ccccc1C(F)(F)F
 : 104.0	0.3
> CCc1ccc(NC(=O)c2ccc3c(=O)n4nc(Nc5ccccc5C)sc4nc3c2)cc1
 : 101.0	-1
> CCC(C)c1ccc(-n2c(=O)c3ccccc3n3c(SCC(=O)NC)nnc23)cc1 (stereo not given)
 : 101.0	-0.1
> COCc1cc(C)nc2sc3c(c12)NCN(c1ccccc1)C3=O
 : 100.0	-1.2
> N#Cc1c(N)n(CCN)c2nc3ccccc3nc12
 : 114.0	4.6
